Screens as filed in PubChem.
4MU fluor = 4-MU region autofluorescence; compound autofluorescence, 340/450 nm, 4-MU equivalents; active compounds read high; hit rate 11% among 59,000; max dye-equivalent concentration, M; in the data active means max dye-equivalent concentration above about 10 nM; inconclusive means mostly about 1.1 nM to 9.6 nM
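Compounds in 100 mM Tris, pH 8.0, sat 15 min at room temperature before fluorescence was read at 340 nm excitation/450 nm emission; a per-plate six-point 4-MU standard curve converted signals to dye-equivalent concentration at each compound concentration.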
HEK293 cAMP ctrl = parental HEK293 cAMP activation (counter-screen); Potency, µM (series often up to 57.1 µM), inactives show at the highest dose activation, hits mostly activators; hit rate 2.5% among 73,000; parental HEK293 CNG cAMP sensor, membrane potential fluorescence; AID 938; further: potency means the concentration at half of the fitted maximal effect; % of control where 0% means no effect; nearly all actives have a fitted effect of over 55% in size
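Counterscreen for endogenous-receptor signalling: CNG-channel HEK 293 cells report cAMP rise by membrane depolarization. After 60 min dye equilibration with 100 uM RO 20-1724, compounds incubated 30 min before bottom-read fluorescence at 590 nm.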
Rhodamine fluor = compound autofluorescence in rhodamine spectral region; Rhodamine-region fluorescence, 547/598 nm, Tris buffer; active compounds read high; max dye-equivalent concentration, M; hit rate 0.05% among 59,000; AID 594; in the data active means max dye-equivalent concentration above about 11 nM; inconclusive means between about 1.1 nM and that limit
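qHTS spectral profiling of compounds without any target or enzyme present, in pH 8.0 Tris buffer; plates were read after a 15-minute room-temperature incubation using the rhodamine-region filter set.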
Luciferase inh = firefly luciferase inhibition | P08659 | purified firefly luciferase, luminescence, 8 min | Potency, µM (series often up to 57.1 µM), without a hit: at the highest dose activity change, negative = inhibition, usual class: inhibitors | hit rate 2.2% among 72,000 | AID 411; further: potency means the concentration at half of the fitted maximal effect; on the % scale 0 is the no-effect control and ±100 the full control effect; nearly all actives have a fitted effect of over 40% in size
Target sequence (P08659 whole entry, looked up): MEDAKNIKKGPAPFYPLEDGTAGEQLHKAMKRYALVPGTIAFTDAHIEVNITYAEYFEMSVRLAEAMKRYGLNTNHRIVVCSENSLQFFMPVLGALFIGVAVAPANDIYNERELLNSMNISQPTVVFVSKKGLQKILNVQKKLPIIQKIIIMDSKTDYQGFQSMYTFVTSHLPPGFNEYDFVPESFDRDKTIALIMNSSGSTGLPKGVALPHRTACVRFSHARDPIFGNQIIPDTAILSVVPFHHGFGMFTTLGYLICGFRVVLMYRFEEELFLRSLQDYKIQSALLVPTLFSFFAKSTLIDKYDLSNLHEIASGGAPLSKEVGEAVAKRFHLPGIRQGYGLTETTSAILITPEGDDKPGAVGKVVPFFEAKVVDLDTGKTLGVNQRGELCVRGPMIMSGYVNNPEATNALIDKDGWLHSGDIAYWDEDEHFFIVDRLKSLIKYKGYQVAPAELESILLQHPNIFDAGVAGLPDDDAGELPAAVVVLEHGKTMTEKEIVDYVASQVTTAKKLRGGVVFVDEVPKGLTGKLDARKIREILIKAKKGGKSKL
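Here, luciferase activity is measured as luminescence following an 8 min room-temperature reaction at 10 uM ATP, pH 7.2. Every library sample is titrated.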
Caspase-1 inhib = blocks human caspase-1 allosterically or competitively | P29466 | Potency, µM (series often up to 57.5 µM), for the others: at the top dose activity change, negative = inhibition, actives largely listed as inhibitors | hit rate 0.03% among 75,000 | Caspase-1 enzyme, Ac-WEHD-AFC fluorogenic rate;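 further: potency means the concentration at half of the fitted maximal effect; plate controls were vehicle for no effect and no substrate for full effect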
Tau filament bind = binders of human tau filaments. hit rate 2% among 71,000. AID 596. recombinant tau filaments, thioflavin S fluorescence, 15 h; filaments grown with octadecylsulfate alongside compound. Potency, µM (doses to about 57.1 µM), for inactives: at the top dose activity change, negative = inhibition. P10636;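 further: potency means the concentration at half of the fitted maximal effect; on the % scale 0 is the no-effect control and ±100 the full control effect; actives lower thioflavin S fluorescence by blocking filaments or displacing dye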
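Recombinant tau protein (human, 1 uM final) plus 30 uM ODS in HEPES pH 7.4 with NaCl, DTT and thioflavine S. Compound present from the start; fluorescence at 510 nm after 15 h, 37 C.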
Fluorescein fluor = compound fluoresces in the fluorescein spectral region | Compound autofluorescence, 480/540 nm, fluorescein-equivalent; active compounds read high | max fluorescein-equivalent concentration, M | hit rate 0.91% among 59,000; in the data active means max fluorescein-equivalent concentration above about 10 nM; inconclusive means between about 1.1 nM and that limit
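Read-out is intrinsic compound fluorescence at 480/540 nm (excitation/emission), expressed as dye-equivalent concentration using a fluorescein standard series run on every plate. Compounds sat 15 min at room temperature in 100 mM Tris, pH 8.0.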
A350 autofl = compounds fluorescent in Alexa 350 spectral region; Compound autofluorescence, 340/450 nm, Alexa 350 dye-equivalents; active compounds read high; max dye-equivalent concentration, M; hit rate 11% among 59,000; in the data active means max dye-equivalent concentration above about 10 nM; inconclusive means mostly about 1.1 nM to 9.6 nM
Texas Red fluor = Texas Red region autofluorescence; hit rate 0.06% among 59,000; Compound fluorescence, Texas Red channel, 547/618 nm; active compounds read high; max dye-equivalent concentration, M; in the data active means max dye-equivalent concentration above about 10 nM; inconclusive means between about 1.1 nM and that limit
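qHTS profiling of intrinsic compound fluorescence; 100 mM Tris pH 8.0; 15 min RT; ex 547 / em 618 nm; response expressed as Texas Red dye-equivalent concentration from six-point plate standard.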
Caspase-7 inhib = allosteric or competitive inhibitors of human caspase-7 | hit rate 0.02% among 75,000 | recombinant caspase-7, Ac-DEVD-AFC fluorescence rate | AID 889 | Potency, µM (highest dose often 57.5 µM), for the others: at the highest dose activity change, negative = inhibition, usual class: inhibitors; active means well fitted inhibition curve with a large enough effect in the main read-out, with a control signal flat, not every such curve was filed as active; inconclusive means small, poorly fitted or top-dose-only effect, or a change in a side signal; further: potency means the concentration at half of the fitted maximal effect; % of control where 0% means no effect
Target sequence (P55210 24-198 limits assumed): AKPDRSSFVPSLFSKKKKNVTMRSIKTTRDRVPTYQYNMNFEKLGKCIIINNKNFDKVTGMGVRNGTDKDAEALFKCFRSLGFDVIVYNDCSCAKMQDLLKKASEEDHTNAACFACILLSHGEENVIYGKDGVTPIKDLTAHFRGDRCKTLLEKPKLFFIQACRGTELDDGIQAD
Target sequence (P55210 207-303 limits assumed): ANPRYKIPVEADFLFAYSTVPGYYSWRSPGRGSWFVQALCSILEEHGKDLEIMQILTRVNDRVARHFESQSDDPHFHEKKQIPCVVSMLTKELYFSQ
ERK AVP inh = vasopressin-driven ERK pathway inhibition. HEK293-V1b, vasopressin-stimulated pERK AlphaScreen. Potency, µM (titrated, usually from 57.5 µM), inactives show at the highest dose activity, negative = inhibition, actives largely listed as inhibitors. hit rate 0.99% among 72,000; further: potency means the concentration at half of the fitted maximal effect; on the % scale 0 is the no-effect control and ±100 the full control effect; nearly all actives have a fitted effect of over 55% in size
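HEK293 cells stably expressing V1b receptor, preincubated 30 min at 37 °C with compound, then stimulated 5 min with 25 nM vasopressin. Phospho-ERK by AlphaScreen SureFire after 5 h RT; normalized to DMSO and vasopressin; AC50 by Hill fit.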
* hit, by the source's call; [ ] = remark or other dose. Unless noted, the call rests on the fitted dose curve; in most records, active means well fitted curve in the direction sought with a large enough effect; inconclusive means small, poorly fitted or top-dose-only effect, or another doubt; inactive means no such curve, though single readings can be large; an effect the other way counts as inactive or inconclusive. Not all compounds are listed, so the mix of outcomes need not match the whole.

How did O=C(COC(=O)c1cccc(NC(=O)c2ccco2)c1)c1ccc(Br)cc1 do in these assays?
HEK293 cAMP ctrl: inconclusive; Luciferase inh: 2.5µM*; Caspase-1 inhib: -2%; Tau filament bind: 93%[11.4 µM]; Caspase-7 inhib: 0%; ERK AVP inh: 16µM*

What do the screens show for `CN[C@@H](CC(C)C)C(=O)N[C@@H]1C(=O)N[C@H](CC(N)=O)C(=O)N[C@H]2C(=O)N[C@H]3C(=O)N[C@H](C(=O)N[C@H](C(=O)O)c4cc(O)cc(O)c4-c4cc3ccc4O)[C@H](O)c3ccc(c(Cl)c3)Oc3cc2cc(c3O[C@@H]2O[C@@H](CO)[C@@H](O)[C@@H](O)[C@H]2O[C@H]2C[C@](C)(N)[C@H](O)[C@H](C)O2)Oc2ccc(cc2Cl)[C@@H]1O`?
4MU fluor: inactive; HEK293 cAMP ctrl: inconclusive; Rhodamine fluor: inactive; Luciferase inh: 1%; Caspase-1 inhib: 2%; Tau filament bind: -4%; Fluorescein fluor: inconclusive; A350 autofl: inactive; Texas Red fluor: inactive; Caspase-7 inhib: 2%; ERK AVP inh: -3%

What do the screens show for `COc1ccc(-c2nn3c(-c4ccc(F)cc4)nnc3s2)cc1`?
4MU fluor: inactive; HEK293 cAMP ctrl: inconclusive; Rhodamine fluor: inactive; Luciferase inh: 1%; Caspase-1 inhib: 0%; Tau filament bind: inactive; Fluorescein fluor: inconclusive; A350 autofl: inactive; Texas Red fluor: inactive; Caspase-7 inhib: -3%; ERK AVP inh: -9%

Results for Cn1c(=O)c2c(nc(Oc3ccc(-c4ccccc4)cc3)n2C)n(C)c1=O ?
4MU fluor: inactive; HEK293 cAMP ctrl: 12%; Rhodamine fluor: inactive; Luciferase inh: 0%; Caspase-1 inhib: 1%; Tau filament bind: 8%; Fluorescein fluor: inactive; A350 autofl: inactive; Texas Red fluor: inactive; Caspase-7 inhib: -1%; ERK AVP inh: 1%

How did COCCCN1C(=O)C(=O)/C(=C(/O)c2ccccc2)C1c1ccc(N(C)C)cc1 (stereo not given) do in these assays?
4MU fluor: inactive; HEK293 cAMP ctrl: 10%; Rhodamine fluor: inactive; Luciferase inh: 0%; Caspase-1 inhib: -3%; Tau filament bind: -10%; Fluorescein fluor: inactive; A350 autofl: inactive; Texas Red fluor: inconclusive; Caspase-7 inhib: -1%; ERK AVP inh: 176%[activator]

How did O=C(CSCc1ccc(Br)cc1)N1CCOCC1 do in these assays?
4MU fluor: inactive; HEK293 cAMP ctrl: 2%; Rhodamine fluor: inactive; Luciferase inh: -2%; Caspase-1 inhib: -2%; Tau filament bind: 8%; Fluorescein fluor: inactive; A350 autofl: inconclusive; Texas Red fluor: inactive; Caspase-7 inhib: 0%; ERK AVP inh: -10%

Results for CC(NC(=O)c1ccco1)C(=O)Nc1nc(-c2ccccn2)cs1 (stereo not given) ?
4MU fluor: inactive; HEK293 cAMP ctrl: 1%; Rhodamine fluor: inactive; Luciferase inh: 0%; Caspase-1 inhib: -1%; Tau filament bind: -3%; Fluorescein fluor: inconclusive; A350 autofl: inactive; Texas Red fluor: inactive; Caspase-7 inhib: -3%; ERK AVP inh: 9%

Results for O=C1C(=O)N(CCCn2ccnc2)C(c2cccnc2)/C1=C(/O)c1ccccc1 (stereo not given) ?
HEK293 cAMP ctrl: inconclusive; Luciferase inh: 3%; Caspase-1 inhib: 1%; Tau filament bind: -4%; Caspase-7 inhib: -1%; ERK AVP inh: 2%

What do the screens show for `Fc1ccccc1C(c1nnnn1Cc1ccc2c(c1)OCO2)N1CCN(Cc2ccco2)CC1` (stereo not given)?
4MU fluor: inactive; HEK293 cAMP ctrl: inconclusive; Rhodamine fluor: inactive; Luciferase inh: -18%; Caspase-1 inhib: 1%; Tau filament bind: 5%; Fluorescein fluor: inactive; A350 autofl: inactive; Texas Red fluor: inactive; Caspase-7 inhib: -2%; ERK AVP inh: 8%

How did COc1ccc(N(CC(=O)N2CCc3ccccc32)S(=O)(=O)c2c(C)n[nH]c2C)cc1 do in these assays?
4MU fluor: inactive; HEK293 cAMP ctrl: -1%; Rhodamine fluor: inactive; Luciferase inh: -2%; Caspase-1 inhib: -3%; Tau filament bind: 95%; Fluorescein fluor: inactive; A350 autofl: inactive; Texas Red fluor: inactive; Caspase-7 inhib: 0%; ERK AVP inh: -21%

What do the screens show for `O[C@H](c1cc(C(F)(F)F)nc2c(C(F)(F)F)cccc12)[C@H]1CCCCN1`?
4MU fluor: inactive; HEK293 cAMP ctrl: inconclusive; Rhodamine fluor: inactive; Luciferase inh: 5%[25.5 µM]; Caspase-1 inhib: -2%[25.7 µM]; Tau filament bind: 11%[25.6 µM]; Fluorescein fluor: inconclusive; A350 autofl: inactive; Texas Red fluor: inactive; Caspase-7 inhib: -1%[25.7 µM]; ERK AVP inh: -21%[25.7 µM]

Results for O=C(O)CSSCC(=O)O ?
4MU fluor: inactive; HEK293 cAMP ctrl: 7%[11.4 µM]; Rhodamine fluor: inactive; Luciferase inh: 5%[11.4 µM]; Caspase-1 inhib: -4%[11.5 µM]; Tau filament bind: -2%[11.4 µM]; Fluorescein fluor: inconclusive; A350 autofl: inactive; Texas Red fluor: inactive; Caspase-7 inhib: -1%[11.5 µM]; ERK AVP inh: 5%[11.5 µM]

What do the screens show for `COc1cccc2cc(C(=O)C3=C(O)C(=O)N(CCCN(C)C)C3c3ccncc3)oc12` (stereo not given)?
4MU fluor: inactive; HEK293 cAMP ctrl: 3%; Rhodamine fluor: inactive; Luciferase inh: 2%; Caspase-1 inhib: 2%; Tau filament bind: -5%; Fluorescein fluor: inactive; A350 autofl: inactive; Texas Red fluor: inactive; Caspase-7 inhib: 0%; ERK AVP inh: -4%

Results for COc1cccc(-c2cc(C(=O)N3CCCCC3C)no2)c1 (stereo not given) ?
4MU fluor: inactive; HEK293 cAMP ctrl: inconclusive; Rhodamine fluor: inactive; Luciferase inh: 20µM*; Caspase-1 inhib: 0%; Tau filament bind: -24%; Fluorescein fluor: inactive; A350 autofl: inactive; Texas Red fluor: inactive; Caspase-7 inhib: 1%; ERK AVP inh: 21%

What do the screens show for `Cc1[nH]c(=O)[nH]c(=O)c1S(=O)(=O)NCC12CC3CC(CC(C3)C1)C2`?
4MU fluor: inactive; HEK293 cAMP ctrl: 17%; Rhodamine fluor: inactive; Luciferase inh: 2%; Caspase-1 inhib: 2%; Tau filament bind: 30%; Fluorescein fluor: inactive; A350 autofl: inactive; Texas Red fluor: inactive; Caspase-7 inhib: 0%; ERK AVP inh: -8%

Results for Cc1cccc(N(C)C(=O)CCS(=O)(=O)c2cccc3nonc23)c1 ?
4MU fluor: inactive; HEK293 cAMP ctrl: -1%; Rhodamine fluor: inactive; Luciferase inh: 1%; Caspase-1 inhib: 0%; Tau filament bind: -10%; Fluorescein fluor: inconclusive; A350 autofl: inactive; Texas Red fluor: inconclusive; Caspase-7 inhib: -1%; ERK AVP inh: -9%

What do the screens show for `CCOC(=O)C1=C(O)C(=O)N(c2ccc(S(N)(=O)=O)cc2)C1c1ccc(OC)cc1` (stereo not given)?
4MU fluor: 1.1e-08M*; HEK293 cAMP ctrl: 4%; Rhodamine fluor: inactive; Luciferase inh: -1%; Caspase-1 inhib: 1%; Tau filament bind: -3%; Fluorescein fluor: inactive; A350 autofl: 1.2e-08M*; Texas Red fluor: inconclusive; Caspase-7 inhib: -1%; ERK AVP inh: -2%

Results for C[C@@H](CC(=O)O)[C@@H](N)C(=O)O ?
HEK293 cAMP ctrl: 4%; Luciferase inh: 0%; Caspase-1 inhib: 0%; Tau filament bind: inconclusive; Caspase-7 inhib: -1%; ERK AVP inh: 6%

How did N=c1n(-c2ccccc2)c(O)cc(=O)n1-c1ccccc1 do in these assays?
HEK293 cAMP ctrl: 6%; Luciferase inh: -1%; Caspase-1 inhib: -5%; Tau filament bind: 0%; Caspase-7 inhib: 0%; ERK AVP inh: 9%

How did O=C1CC(c2ccccc2)n2nc(NC(=O)c3ccccn3)nc2N1 (stereo not given) do in these assays?
4MU fluor: inactive; HEK293 cAMP ctrl: 16%; Rhodamine fluor: inactive; Luciferase inh: 1%; Caspase-1 inhib: 0%; Tau filament bind: 5%; Fluorescein fluor: inconclusive; A350 autofl: inactive; Texas Red fluor: inactive; Caspase-7 inhib: 0%; ERK AVP inh: -2%

What do the screens show for `CCCCN(CCCC)S(=O)(=O)c1ccc(OC)c2ncccc12`?
4MU fluor: inactive; HEK293 cAMP ctrl: inconclusive; Rhodamine fluor: inactive; Luciferase inh: 2%; Caspase-1 inhib: -1%; Tau filament bind: 4%; Fluorescein fluor: inactive; A350 autofl: inactive; Texas Red fluor: inactive; Caspase-7 inhib: 1%; ERK AVP inh: 5%
